Lipid storage S3: qHTS Assay for Lipid Storage Modulators in Drosophila S3 Cells. Drosophila S3 cells, BODIPY lipid droplet fluorescence, 18-24 h; cells fed with added oleic acid. Potency in µM for hits, for the others lipid storage change, negative = inhibition, % at the top dose, mostly 46.1 µM. actives 0.64% (n = 320,000). AID 2685; active means well fitted inhibition curve with a large enough effect in the signal ratio, with a control signal flat, not every such curve was filed as active; inconclusive means small, poorly fitted or top-dose-only effect, or effect the other way, or a change in a side signal; the % refers to the signal ratio
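Drosophila S3 cells loaded with oleic acid (400 uM, as added) and compounds at several concentrations; lipid droplets imaged by 488-nm laser-scanning cytometry, 500–530 nm intensity and object ratio to cell channel. Percent activity normalized to 20 uM Triacsin C.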
Lipid storage S3 cell count max: also measured in Lipid storage S3; calls as there; cell number change, %; measured here: cell count max response;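 cells counted by Cell Tracker Red CMTPX staining in the red channel; peak over a dose series mostly up to 46.1 µM; percent activity relative to internal control wells on each plate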
An asterisk follows results filed as active; i = inactive; ? = inconclusive; · = not tested or not shown; & = joins results of further samples. On the % scale 0 is the no-effect control and ±100 the full control effect; potency means the concentration at half of the fitted maximal effect. An excerpt; the hit share may differ from the screen's.

Values run as follows: Lipid storage S3 | Lipid storage S3 cell count max
Cc1ccc(S(=O)(=O)N(CC(O)CN2C(=O)NC(C)(C)C2=O)c2cccc(C)c2)cc1 (stereo unspecified)
  ? | ·
O=C(Cn1c(=O)n(-c2cccc(Cl)c2)c(=O)n1CC(=O)N1CCCCC1)N1CCCCC1
  ? | ·
COC(=O)C/C(C)=N/Nc1ccc(S(=O)(=O)N2CCCC2)cc1[N+](=O)[O-]
  10% | -4
O=C(Nc1ccc2c(c1)OCO2)c1cnccn1
  0% | ·
CCS(=O)(=O)c1ccc(O)c(NC(=O)Nc2ccccc2OC)c1
  4% | 14
Cc1cc(-c2ccccc2)nc(N2CCC(C(=O)NC(C)C)CC2)n1
  8% | 13
CCCOc1ccc(C(=O)NC(C)C(=O)O)cc1 (stereo unspecified)
  ? | ·
CCN(CC)C(=O)CSc1nc(-c2ccco2)cc(C(F)(F)F)c1C#N
  ? | ·
COc1ccc(N2CCN(Cc3nc(Cc4cccc(F)c4)no3)C(C)C2)cc1 (stereo unspecified)
  -3% | 0
CCCCCCn1c(-c2ccco2)nc2oc3cc(OC)ccc3c(=O)c2c1=O
  ? | ·
COc1cc(/C=N/NC(=O)c2cccc(S(=O)(=O)N3CCOCC3)c2)cc(OC)c1O
  8% | 12
Cc1c(Cl)cccc1NC(=O)c1ncn[nH]1
  ? | ·
Cn1cnnc1SCC(=O)Nc1cccc(S(=O)(=O)N2CCCCCC2)c1
  14% | 7
COC(=O)c1sccc1NC(=O)/C=C/c1ccc(Cl)cc1Cl
  -2% | 9
Cc1cccc2cc(CNC3CCCC3)c(Cl)nc12
  18% | 1
COc1ccc2c(c1)C1(Nc3ccccc3C(=O)N1c1ccccc1)C(=O)N2 (stereo unspecified)
  ? | ·
CCC(=O)Nc1ccc(-n2nnnc2SCC(=O)NNC(=O)c2ccco2)cc1
  5% | 10
Cc1ccnc(NC(=O)COC(=O)c2ccc(F)cc2F)n1
  3% | 1
COc1ccc(C(C(=O)NC2CCCCC2)N(C(=O)c2ccccn2)c2cccnc2)cc1 (stereo unspecified)
  11% | 2
COc1cc(OC)cc(C(=O)OCC(=O)c2ccc(S(=O)(=O)N3CCCCC3)cc2)c1
  ? | ·
O=C(NCCN1C(=O)S/C(=C\c2ccc(Cl)c([N+](=O)[O-])c2)C1=O)C1=COCCO1
  -27% | 12
O=c1c2ccccc2nc2n1CCCN2
  ? | ·
COc1nccnc1NS(=O)(=O)c1ccc(NC(=S)NC(=O)c2cccc(F)c2)cc1
  12% | 7
COc1ccccc1N1CCN(C(=O)c2cccc(S(=O)(=O)NCc3cccnc3)c2)CC1
  ? | ·
COC(=O)c1ccc(COC(=O)c2ccc(-n3cnnn3)cc2)o1
  13% | -26
COc1cccc(-c2nnc(SCC(=O)OC(C)C)n2Cc2ccco2)c1
  ? | ·
Cc1ccc(C)c(NC(=O)CN2C(=O)CNC2=O)c1
  ? | ·
O=C(COC(=O)c1ccc(-n2cnnn2)cc1)Nc1cc(Cl)ccc1F
  ? | ·
CCc1ccc(NC(=O)C(C)OC(=O)c2ccc(N3CCCC3)c([N+](=O)[O-])c2)cc1 (stereo unspecified)
  -7% | -15
COc1ccc(C2c3ccc(O)cc3Oc3ncn4nc(-c5ccncc5)nc4c32)cc1OC (stereo unspecified)
  ? | ·

New compounds follow.
Values run as follows: Lipid storage S3 | Lipid storage S3 cell count max
O=C(Cn1nnc2ccccc2c1=O)Nc1ccc(S(=O)(=O)N2CCOCC2)cc1
  ? | ·
C=CCOc1c(Br)cc(CNn2nnnc2N)cc1OC
  i | 0
COc1cc2c(cc1OC)CN(C(=O)c1cc(=O)c3ccccc3o1)CC2
  ? | ·
CC(=O)N1CCc2cc(S(=O)(=O)CCC(=O)N3CCN(c4cc(C)ccc4C)CC3)ccc21
  -8% | -18
O=S(=O)(Cc1ccccc1)NCCc1cccc(Cl)c1
  i | -14
CCn1nnc(NC(=O)c2cc3ccccc3o2)n1
  ? | ·
CCc1cc(=O)oc2c(C)c(OC(C)C(=O)NCC3CCC(C(=O)O)CC3)ccc12 (stereo unspecified)
  i | 9
COc1ccc(N(CC(=O)NC2CCCC2)C(=O)c2csnn2)cc1
  -1% | 12
Cc1ccc(NC(=S)NCc2ccc3[nH]c4c(c3c2)CCCC4)cc1
  -17% | -11
CCc1cccc(NC(=O)CCNC(=O)Cn2ccc3ccccc3c2=O)c1
  i | -16
CC(Cc1ccco1)NC(=O)c1ccc(C(F)(F)F)cc1 (stereo unspecified)
  ? | ·
CC(C)c1onc(C(=O)N2CCC(C(N)=O)CC2)c1[N+](=O)[O-]
  ? | ·
Cc1cc(NS(=O)(=O)c2ccc(Nc3nc(-c4ccc(O)cc4)cs3)cc2)no1
  10% | 17
O=C(O)CCn1cc(/C=C2\SC(=S)NC2=O)c(-c2ccccc2)n1
  ? | ·
CS(=O)(=O)Nc1cccc(C2=NN(S(=O)(=O)c3ccccc3)C(c3cccs3)C2)c1 (stereo unspecified)
  -3% | ·
CC1CCCCN1c1nc2nonc2nc1N1CCCCC1C (stereo unspecified)
  -5% | 16
CC1CCCCN1S(=O)(=O)c1ccccc1[N+](=O)[O-] (stereo unspecified)
  24% | -13
CCOC(=O)/C(C#N)=C/Nc1cc(F)ccc1C
  16% | 1
O=C(CCc1nc2ccccc2[nH]1)Nc1ccccc1
  ? | ·
C=CCOc1ccc(C(=O)CC)cc1OC
  ? | ·
Cc1ccc(C(=O)CC2(O)C(=O)Nc3ccccc32)s1 (stereo unspecified)
  ? | ·
O=C(Cn1c(-c2ccccc2)noc1=O)Nc1ccc(N2CCCCCC2)cc1
  -2% | ·
COc1ccc2cc(CCNC(=O)c3ccc(Br)o3)c(=O)[nH]c2c1
  ? | ·
Cc1cc(NC(=O)c2cccc(S(=O)(=O)N3CCOCC3)c2)c2ccccc2n1
  9% | -19
COc1ccc(-c2cc3ccccc3oc2=O)cc1NC(=O)c1cccnc1
  ? | ·
Cc1csc(SCCn2c(N3CCCC3)nc3c2c(=O)[nH]c(=O)n3C)n1
  ? | ·
CC(C)(C)n1nc(C2CC2)cc1NC(=O)Nc1ccc(Cl)cc1
  4% | -1
Clc1nc(Nc2ccccc2)nc(Nc2ccccc2)n1
  -1% | -17
Cc1nc(NC(=S)NC(=O)COc2ccccc2Cl)ccc1Br
  6% | 11
O=C(Cn1cnc2ccc(Cl)cc2c1=O)NC1CCS(=O)(=O)C1 (stereo unspecified)
  ? | ·

Sorted by length of the SMILES (ascending): part of the list above
Values run as follows: Lipid storage S3 | Lipid storage S3 cell count max
C=CCOc1ccc(C(=O)CC)cc1OC
  ? | ·
CC1CCCCN1c1nc2nonc2nc1N1CCCCC1C (stereo unspecified)
  -5% | 16
Clc1nc(Nc2ccccc2)nc(Nc2ccccc2)n1
  -1% | -17
CC(C)(C)n1nc(C2CC2)cc1NC(=O)Nc1ccc(Cl)cc1
  4% | -1
Cc1cc(NC(=O)c2cccc(S(=O)(=O)N3CCOCC3)c2)c2ccccc2n1
  9% | -19
CS(=O)(=O)Nc1cccc(C2=NN(S(=O)(=O)c3ccccc3)C(c3cccs3)C2)c1 (stereo unspecified)
  -3% | ·
CC(=O)N1CCc2cc(S(=O)(=O)CCC(=O)N3CCN(c4cc(C)ccc4C)CC3)ccc21
  -8% | -18

More results.
Values run as follows: Lipid storage S3 | Lipid storage S3 cell count max
Cc1sc(N/N=C/c2cccnc2)nc1-c1ccc(Cl)cc1
  i | ·
COC(=O)c1sccc1NC(=O)CSc1nnnn1-c1ccccc1C
  ? | ·
O=C(NCCCN1CCOCC1)/C(=C/c1cccs1)NC(=O)c1ccccc1
  -18% | 11
CCc1nnc(NC(=O)CCC(=O)N2CCN(c3cc(Cl)ccc3C)CC2)s1
  ? | ·
CCCS(=O)(=O)c1nc(S(=O)(=O)c2ccc(C)cc2)c(NCCCN2CCOCC2)s1
  ? | ·
CCCC[C@H](CC(=O)c1ccccc1)[C@@H](OC(C)=O)C(=O)Oc1c(C(C)C)cccc1C(C)C
  ? | ·
O=C(N/N=C/c1cccs1)c1cc(-c2ccncc2)nc2ccccc12
  ? | ·
O=C(O)c1cccnc1SC1CC(=O)N(c2ccccc2)C1=O (stereo unspecified)
  -13% | -12
O=C(CCN1C(=O)c2ccccc2C1=O)NCc1cccc(Cl)c1
  ? | ·
CC1=C(C(=O)O)N2C(=O)C(NC(=O)c3ccn(C)n3)C2SC1 (stereo unspecified)
  1% | 6
N#CC1C(=O)NC(N2CCN(c3ccccc3)CC2)=NC12CCCCC2 (stereo unspecified)
  ? | ·
CC1CCc2sc(C(=O)OCC(=O)NCc3ccccc3)cc2C1 (stereo unspecified)
  -18% | 0
CSc1nnc(NC(=O)c2nc(S(=O)(=O)Cc3ccccc3F)ncc2Cl)s1
  ? | ·
Cc1ccc(OCCC(=O)OCC(=O)Nc2ccc3c(c2)OCCO3)cc1
  ? | ·
O=C(NC(Cc1c[nH]c2ccccc12)c1nnc2n1CCCCC2)c1ccccc1Cl (stereo unspecified)
  ? | ·
NC(=S)NNC(=O)C12CC3CC(CC(C3)C1)C2
  ? | ·
Cc1ccc(C(=O)NN(CCC#N)C2=NS(=O)(=O)c3ccccc32)cc1
  4% | 20
Cc1ccc(NC(=O)c2cc(N3C(=O)C4CC=CCC4C3=O)ccc2N2CCCCC2)cc1 (stereo unspecified)
  ? | ·
O=C1NC(=Nc2ccccc2)S/C1=C\c1ccccc1
  ? | ·
COc1ccc(C(=O)NNc2ccccc2)cc1OC
  13% | -6
Cc1ccc(OCc2nc(C#N)c(N3CCCC3)o2)cc1
  -4% | -4
CCNc1ccc(S(=O)(=O)N(C)C)cc1NCC(=O)Nc1ccc(F)c(Cl)c1
  20% | 13
Cc1nsc2c1ccc1ccccc12
  -6% | 18
COc1ccc(C(CNC(=O)c2c(C)nn(Cc3ccc(C)cc3)c2Cl)N2CCOCC2)cc1 (stereo unspecified)
  6% | -27
Cc1ccc(C(CNC(=O)Nc2cccc(C)c2)N2CCN(C)CC2)cc1 (stereo unspecified)
  -7% | -6
N#CCC(=O)N/N=C/c1cn(Cc2ccc(Cl)cc2Cl)c2ccccc12
  ? | ·
Cc1cc(C)cc(NS(=O)(=O)c2ccc3[nH]cc(C(=O)NCc4ccco4)c(=O)c3c2)c1
  i | ·
NC(=O)Cn1nc2sc3ccccc3n2c(=O)c1=O
  ? | ·
COc1ccc(NC(=O)CCc2nc(-c3ccccc3F)no2)cc1
  1% | 4
COc1ccc(N(CC(=O)Nc2cccnc2)S(=O)(=O)c2ccccc2)cc1OC
  ? | ·

(listing goes on)
Values run as follows: Lipid storage S3 | Lipid storage S3 cell count max
O=C(CN1CCc2ccccc2C1)Nc1cccc(S(=O)(=O)N2CCOCC2)c1
  -23% | 3
O=C(CNCc1ccco1)Nc1cc(S(=O)(=O)N2CCOCC2)ccc1N1CCCC1
  ? | ·
O=C(NCc1cccs1)c1cc2c(s1)-c1ccccc1OC2
  ? | ·
C/C(=N\OCC(=O)Nc1ccccc1Br)c1cccs1
  ? | ·
O=C(NNC(=O)c1ccco1)c1cccc([N+](=O)[O-])c1
  -4% | -14
COc1ccccc1NC(=O)CCCc1nc(-c2ccc(OC)c(OC)c2)no1
  ? | ·
CC(=O)Nc1cccc(NC(=O)c2cc(Cl)ccc2Cl)c1
  0% | 22
COc1ccc2c(c1)nc(CN1CCN(CCO)CC1)n2C
  11% | -3
CCOC(=O)N1CCC(NC(=O)C2=CCN(S(=O)(=O)c3ccc(F)cc3)CC2)CC1
  ? | ·
COc1cc2[nH]cc(C(=O)NCCc3ccccc3)c(=O)c2cc1OC
  ? | ·
COc1ccccc1NC(=S)NC(=O)C(C)C
  ? | ·
O=C(NCCCn1ccnc1)/C(=C\c1ccccc1F)NC(=O)c1ccccc1
  ? | ·
COc1ccc(-c2nc(CN3CCC(C(=O)N4CCOCC4)CC3)c(C)o2)cc1OC
  ? | ·
COC(=O)c1[nH]c2cc(C)ccc2c1NC(=O)CN1CCc2cc(OC)c(OC)cc2C1
  ? | ·
NC(=O)C1CCN(C(=O)CCn2c(=O)oc3ccccc32)CC1
  -4% | -1
OCC[C@H]1C[C@@H](O)[C@H](O)[C@]2(OCc3ccccc32)O1
  ? | ·
COc1ccc([N+](=O)[O-])cc1NC(=O)c1ccc(N(Cc2ccccc2C)S(C)(=O)=O)cc1
  -3% | -14
O=C(c1cnsn1)N1CCN(c2ccccc2)CC1
  0% | 12
Cc1ccc(-n2c(C)nc3c(cnn3-c3ccc(C)c(C)c3)c2=O)cc1C
  ? | ·
CCOC(=O)c1ccccc1NC(=O)CSc1ccc(-c2cccnc2)nn1
  -2% | -2
Oc1ccccc1-c1nc2cnccn2c1Nc1ccc2c(c1)OCCO2
  ? | ·
Cc1cc2n(n1)C(c1cccs1)Nc1ccccc1-2 (stereo unspecified)
  ? | ·
Cc1ccc(NC(=S)N(C)C(c2ccccc2)c2ccccc2)cc1C
  8% | 5
Cc1ccc2[nH]c(C(=O)N3CCN(c4cccc(Cl)c4)CC3)cc2c1
  ? | ·
COc1ccc(-c2csc(/C(C#N)=C\c3ccc(O)c([N+](=O)[O-])c3)n2)cc1OC
  9% | 1
CCN1C(=S)N[C@@H](c2cccc(F)c2)C(C(=O)OC)=C1C
  17%&8% | 2&-1
CC(C)Oc1ccc(C(=O)N(CN2CCCC2=O)c2ccc(F)cc2)cc1
  ? | ·
COc1ccc(C(=O)O)cc1NC(=S)NC(=O)c1ccc(-c2ccc(Cl)cc2)o1
  13% | 13
COc1ccc(S(=O)(=O)N(C)Cc2ccc3c(c2)OCCO3)cc1
  ? | ·
Cc1nnc(SCc2cc(=O)n3[nH]cnc3n2)s1
  ? | ·
Cc1ccc(-n2c(Cc3cccn3C)nnc2SCC(N)=O)cc1
  ? | ·

Assay outcomes: PubChem, National Center for Advancing Translational Sciences (NCATS)
